# RmlCD inh 1536: M. tuberculosis RmlC/RmlD coupled enzyme inhibitors, primary screen, biochemical, compound mixtures, 384-well, from 1536-well plates | dTDP-4-dehydrorhamnose reductase (Mycobacterium tuberculosis (strain ATCC 25618 / H37Rv)) … | RmlC+RmlD coupled enzyme assay, percent inhibition; primary screen in compound mixtures | inhibition, % at 3.6 µM | 160,000 compounds, 0.03% hits; in the data active = inhibition mostly above about 34%, no sharp cut-off; also: some results filed as inactive read as strong as hits
# Target sequence (P9WH09 whole entry, looked up): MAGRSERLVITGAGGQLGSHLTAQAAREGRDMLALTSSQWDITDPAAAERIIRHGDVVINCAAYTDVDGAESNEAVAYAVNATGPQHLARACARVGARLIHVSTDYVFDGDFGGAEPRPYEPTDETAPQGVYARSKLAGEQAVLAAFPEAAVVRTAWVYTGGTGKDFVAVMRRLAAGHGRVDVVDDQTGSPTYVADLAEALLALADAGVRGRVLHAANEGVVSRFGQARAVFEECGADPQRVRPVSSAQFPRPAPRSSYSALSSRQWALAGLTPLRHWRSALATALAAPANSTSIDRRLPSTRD
# Target sequence (P9WH11 whole entry, looked up): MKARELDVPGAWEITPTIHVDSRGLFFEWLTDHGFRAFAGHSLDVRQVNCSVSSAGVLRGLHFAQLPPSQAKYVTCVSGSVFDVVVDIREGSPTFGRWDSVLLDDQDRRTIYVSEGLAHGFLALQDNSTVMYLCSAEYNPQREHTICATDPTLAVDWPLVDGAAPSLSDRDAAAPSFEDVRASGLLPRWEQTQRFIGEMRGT
# GlmU inhibition: inhibition of mycobacterial GlmU enzyme – biochemical, glucosamine-1-phosphate acetyltransferase (AID 1376); Bifunctional protein GlmU (Mycobacterium tuberculosis (strain ATCC 25618 / H37Rv)); 220,000 compounds, 0.25% hits; M. tuberculosis GlmU acetyltransferase enzyme assay; higher % means a stronger effect; one-dose inhibition, %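 (tested at 30 µM in the primary screen)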; IC50 in µM for titrated hits; in the data active = inhibition above about 13%;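 also: 0% = complete reaction with vehicle and 100% = reaction without substrate; strong numbers were not always called active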
# An asterisk follows results filed as active; . = not tested or not shown. Some of the compounds tested, so the mix of outcomes need not match the whole.
# The line under a structure holds: RmlCD inh 1536, GlmU inhibition
> CCCC1=Nc2cc(C(=O)NCCCOCC)ccc2Sc2ccccc21
    6.5, 3.4%
> CCc1nnc(NC(=O)c2ccc(NC(=O)C(C)C)cc2)s1
    5.5, 0.8%
> COc1cc([N+](=O)[O-])ccc1NC(=O)C[n+]1ccccc1C
    ., -1.4%
> CCOC(=O)COc1ccc2nsnc2c1
    -11.1, 2.2%
> COCCN(C(=S)Nc1c(C)cc(C)cc1C)C(C)c1cccs1 (centres undefined)
    3.2, 5.1%
> Nc1c(-c2ccc(Cl)cc2)cnn1-c1cc(C(F)(F)F)cc(C(F)(F)F)c1
    65.4, -2.7%
> Cc1cccn2c(=O)c3cc(C(=O)NC4CCCC4)c(=N)n(C4CCCC4)c3nc12
    4.1, 3.6%
> COc1nc(NCCc2ccc(OC)c(OC)c2)nc(OC)n1
    37.0, -0.8%
> COC(=O)c1sc(NC(=O)/C=C/c2ccccc2Cl)nc1C
    4.3, -1.3%
> O=C(O/N=C(\c1ccccc1)c1ccncc1)c1ccccc1F
    9.7, -1.8%
> CCn1cc(C(=O)OCC(=O)c2ccccc2)c(=O)c2ccc(C)nc21
    7.5, 0.8%
> CC(=O)Nc1cc(C(=O)NCc2ccco2)ccc1Sc1ccc(C)cc1
    -4.4, -7.5%
> COc1ccc(OC(C)C(=O)Nc2cccc(F)c2)cc1 (centres undefined)
    0.4, -4.7%
> COc1ccc(NC(=O)C2CC(=O)OC23CCCCC3)cc1 (centres undefined)
    ., -0.4%
> Cc1ccc(OCC(=O)Nc2cc(C)on2)c([N+](=O)[O-])n1
    -9.3, -0.6%
> COc1ccc(-c2c(C#N)c(N)nc3c2c(=O)n(C)c(=O)n3C)cc1Cl
    ., 0.0%
> Cc1cccc(Nc2ccccc2C(=O)OCC(=O)NCc2ccco2)c1C
    3.3, -1.8%
> Cn1nnnc1SCC(=O)c1cccs1
    ., -2.7%
> Cc1ccc(S(=O)(=O)NCC(=O)OCc2ccccc2)cc1
    9.9, 0.0%
> COc1ccc(-n2c(C)cc(C3=NNC(=NC4CC4)SC3)c2C)cc1
    -10.2, 0.7%
> O=c1c2ccccc2c(-c2ccccc2)nn1-c1cc(Cl)ccc1[N+](=O)[O-]
    8.7, -4.4%
> CN1CCCN(CC(O)COCc2cccs2)CC1 (centres undefined)
    5.2, 0.6%
> CCN1CCN(C(=O)CCc2ccc(S(=O)(=O)NCCc3ccccc3)cc2)CC1
    ., -4.7%
> Cc1ccc(S(=O)(=O)NC(=O)c2cc(C)n(C3CC3)c2C)cc1
    1.6, -6.1%
> COc1ccc(OC)c(/C=C/C(=O)OCC(=O)c2c(N)n(C)c(=O)n(C)c2=O)c1
    -9.2, 3.7%
> Cc1cc(-c2ccccc2)c2c(n1)sc1c(O)cc(=O)[nH]c12
    12.6, -0.7%
> CCCCCC(=O)N1CC2(CC(c3cccc(NC(=O)CC)c3)=NO2)C[C@H]1C(N)=O (some centres undefined)
    ., 8.0%
> CC(OC(=O)C1=COCCO1)C(=O)Nc1cccc(S(=O)(=O)N2CCOCC2)c1 (centres undefined)
    2.2, 2.3%
> Cc1ccc(-c2ccc(CCC(=O)O)n2NC(=O)c2cccs2)cc1
    2.3, -4.1%
> O=C(Cn1nnc2ccccc21)OCc1ccccc1
    ., -3.5%

# Reprinted from the part before: four compounds, followed by the next part.
# The line under a structure holds: RmlCD inh 1536, GlmU inhibition
> CCCCCC(=O)N1CC2(CC(c3cccc(NC(=O)CC)c3)=NO2)C[C@H]1C(N)=O (some centres undefined)
    ., 8.0%
> CC(OC(=O)C1=COCCO1)C(=O)Nc1cccc(S(=O)(=O)N2CCOCC2)c1 (centres undefined)
    2.2, 2.3%
> Cc1ccc(-c2ccc(CCC(=O)O)n2NC(=O)c2cccs2)cc1
    2.3, -4.1%
> O=C(Cn1nnc2ccccc21)OCc1ccccc1
    ., -3.5%
> CC(/C=C/c1ccccc1)=N\NC(=O)c1cc(C)nc2ccccc12
    0.6, 1.4%
> S=c1[nH]nc(Cc2ccc(Br)cc2)n1/N=C/c1ccc(Cl)cc1
    6.0, 0.8%
> COC(=O)C1=C(N)Oc2cc(C)[nH]c(=O)c2C1c1cc(OC)c(OC)c(OC)c1 (centres undefined)
    ., -3.5%
> CCn1c(/C=N/c2nc3ccccc3n2C)nc2ccccc21
    -2.0, -2.8%
> COCCN1CCn2c(nc3cc(NC(=O)NC4CCCCC4)ccc32)C1
    ., 2.3%
> O=C1c2cc(CO)cc(O)c2C(=O)c2c(O[C@@H]3OC(CO)[C@@H](O)[C@@H](O)[C@@H]3O)cccc21 (some centres undefined)
    ., 0.5%
> CN(C)S(=O)(=O)c1cccc(NC(=O)c2cc(-c3cccs3)nn2-c2cccc(Cl)c2)c1
    -6.9, -3.5%
> CCN(CC)CCCN=C(C)c1c(O)n(C2CCCCC2)c(=O)[nH]c1=O
    ., 4.5%
> O=C(CCC(=O)N(CC(=O)NC1CCCC1)Cc1ccc2c(c1)OCO2)Nc1ccccn1
    ., 0.0%
> CCOC(=O)c1ccc(NS(=O)(=O)c2cnc[nH]2)cc1
    -6.6, 0.8%
> CCCc1cc(NCCCn2ccnc2)n2nc(C)c(-c3ccccc3)c2n1
    0.6, -4.0%
> Cc1ccccc1Nc1nc(N)nc(COC(=O)C(NC(=O)c2ccco2)C(C)C)n1 (centres undefined)
    -0.6, 8.2%
> Cn1c2c(c(=O)n3ncnc13)CCCC2
    -18.6, 2.7%
> COc1ccc(-n2c(C)cc(C(=O)COC(=O)c3cc(NC(=O)c4cccs4)c(OC)c(OC)c3)c2C)cc1
    -9.6, -4.2%
> Cc1cc(C)c2c(=O)n(CC(=O)Nc3cccc(Cl)c3C)sc2n1
    -5.8, 3.9%
> O=C(NCc1n[nH]c(=S)n1-c1ccccc1)c1ccc(S(=O)(=O)N2CCCCC2)cc1
    -7.3, -0.6%
> COc1ccc2c(c1OC)C(=O)N(c1ccc(C)cc1)C2=O
    3.0, 7.1%
> CC1(OC(=O)C2CCCC2)C(=O)C=C2C=C(c3ccsc3)N(Cc3ccc4c(c3)OCO4)C=C2C1=O (centres undefined)
    -6.1, 2.6%
> CC(=O)CCN1CCOCC1
    9.7, -0.3%
> Cc1ccc(C(=O)NC(C)c2ccc3c(c2)OCO3)s1 (centres undefined)
    3.4, -1.0%
> Cc1cccc(C)c1Nc1c(-c2ccsc2)nc2ncccn12
    6.7, 1.2%
> O=C1c2cc([N+](=O)[O-])cc3cc([N+](=O)[O-])cc(c23)C(=O)N1c1ccccn1
    ., 1.0%
> CCC(=O)NCCSc1c[nH]c2ccccc12
    -4.5, -4.2%
> O=C1NC(c2ccccc2)=NC1(NS(=O)(=O)c1ccc(Cl)cc1)C(F)(F)F (centres undefined)
    ., -0.1%
> COc1cccc(CN(C)C(=S)Nc2ccc(C)c(C)c2)c1
    16.0, 1.6%
> COC(=O)c1ccccc1NC(=O)c1ccccc1SC
    ., -1.7%
> Nc1ccc(C#Cc2ccc3sc4ccccc4c(=O)c3c2)cc1
    ., -1.1%
> COc1ccc([C@H]2C=C3CN(C(=O)OC(C)(C)C)S(=O)(=O)[C@H]3C[C@H]2OC(=O)c2ccc(C(F)(F)F)cc2)cc1
    ., 4.1%
> COc1ccc(N2C(=O)N(Cc3ccccc3F)c3ccccc3S2(=O)=O)cc1
    0.5, -5.7%
> COC(=O)C1=C(c2ccc(S(C)(=O)=O)cc2)C[C@@H]2CC[C@H]1N2C(=O)NC1CC1
    ., 3.5%
> COc1ccc(CC(=O)NC(=S)NNC(=O)COc2c(C)cccc2C)cc1
    0.2, 3.1%
> O=C1NN=C(c2ccc(Cl)cc2)CC1c1cccc(Cl)c1 (centres undefined)
    -5.9, -2.9%
> CCOC(=O)N1CCC(NC(=O)Cn2cc3c(n2)CCC(C)C3)CC1 (centres undefined)
    8.3, 2.2%
> O=C(CSc1ccsc1[N+](=O)[O-])NCc1ccco1
    -5.7, 0.1%
> COC(=O)c1cccc(C23CC4(C2)[C@H](CN(C)[C@@H]4c2ccccc2)C3c2ccccc2)c1 (some centres undefined)
    7.8, -3.3%
> CCOC(=O)C[C@H]1c2ccccc2S(=O)(=O)N1c1ccccc1
    ., 4.3%
> O=[N+]([O-])c1ccc(N2CCCC2)c2ccncc12
    7.3, 0.1%
> COc1ccc(CN2CCNC(=O)C2CC(=O)N2CCc3ccccc3C2)c(OC)c1 (centres undefined)
    ., -3.6%
> CCOC(=O)CCC(NC(=O)CCCCCCCC(=O)NC(CCC(=O)OCC)C(=O)OCC)C(=O)OCC (centres undefined)
    ., 2.0%
> COc1ccc(NC(=O)N2CCN(C(=O)Nc3ccc(OC)cc3)CC2)cc1
    ., 5.6%
> CCCN(CCC)c1nc(Cl)nc(NCc2ccco2)n1
    13.0, -0.3%
> CCN(CC)CCCC(C)NC(=O)c1cc(=O)c2ccccc2o1 (centres undefined)
    -5.1, 0.7%
> CN(C)S(=O)(=O)c1cccc(NC(=O)CN2C(=O)C3C4C=CC(C4)C3C2=O)c1 (centres undefined)
    5.7, 2.6%
> COc1ccc(NC(=O)CCCCn2c(=O)[nH]c3ccccc3c2=O)cc1
    11.2, 5.3%
> N#Cc1cn(CC(=O)O)c2ccccc12
    10.3, .
> COc1ccc(C)cc1S(=O)(=O)N1CCC(C(=O)N2CCOCC2)CC1
    ., 7.5%
> CCc1c(O)nc(SCC(=O)Nc2ccccc2C)[nH]c1=O
    ., 1.5%
> O=C(CCCCCCN1C(=O)c2ccccc2C1=O)NC1CCCCC1
    ., 1.2%
> O=c1[nH]c2cc3c(cc2cc1CN(CCc1ccccc1)Cc1nnnn1C1CCCC1)OCCO3
    -4.7, 2.5%
> Cn1c(SCC(=O)N2CCN(C(=O)c3ccco3)CC2)nnc1-c1ccc(NS(C)(=O)=O)cc1
    -1.6, 0.1%

# Structural class: the compounds so far with a furan ring, fused or not (six)
# The line under a structure holds: RmlCD inh 1536, GlmU inhibition
> CC(=O)Nc1cc(C(=O)NCc2ccco2)ccc1Sc1ccc(C)cc1
    -4.4, -7.5%
> Cc1cccc(Nc2ccccc2C(=O)OCC(=O)NCc2ccco2)c1C
    3.3, -1.8%
> Cc1ccccc1Nc1nc(N)nc(COC(=O)C(NC(=O)c2ccco2)C(C)C)n1 (centres undefined)
    -0.6, 8.2%
> O=C(CSc1ccsc1[N+](=O)[O-])NCc1ccco1
    -5.7, 0.1%
> CCCN(CCC)c1nc(Cl)nc(NCc2ccco2)n1
    13.0, -0.3%
> Cn1c(SCC(=O)N2CCN(C(=O)c3ccco3)CC2)nnc1-c1ccc(NS(C)(=O)=O)cc1
    -1.6, 0.1%

# (next part)
# The line under a structure holds: RmlCD inh 1536, GlmU inhibition
> Fc1cccc(Cc2noc(CN3CCCCC3CCc3ccccn3)n2)c1 (centres undefined)
    ., -5.9%
> O=C(COC(=O)c1ccc(S(=O)(=O)N2CCCC2)cc1)Nc1ccc(F)cc1F
    -13.0, 1.7%
> COc1ccccc1-c1nnc(NC(=O)C(C)SC2=NCCS2)s1 (centres undefined)
    -1.8, -5.6%
> COc1ccc(CC2(CO)CCN(CC3=Cc4cc(Cl)ccc4OC3)CC2)cc1
    4.8, -2.8%
> COc1ccc(-c2nnc(COc3ccc4ccccc4c3)o2)cc1OC
    ., 7.0%
> C/C(=N\NC(=S)NCc1ccccc1)c1ccc(Br)cc1
    60.4, -1.6%
> COc1ccc(O)c(C2(O)C(=O)c3ccccc3C2=O)c1
    11.2, 4.1%
> CCOc1ccc(C2CC(=O)NC3=C2C(=O)CCC3)cc1 (centres undefined)
    ., 6.4%
> COc1ccc(-n2c(SCC(=O)Nc3nccs3)nc3sc4c(c3c2=O)CCN(C)C4)cc1
    ., -1.0%
> Cc1ccc(-n2nnnc2CN2CCCCC2)cc1
    ., 2.2%
> O=C1CCCC2=C1C(c1ccco1)Nc1ccc3ccccc3c12 (centres undefined)
    40.4, 9.8%
> CN(C(=O)COC(=O)c1ccc(=O)n(Cc2ccccc2)n1)c1ccccc1
    ., -2.1%
> C#CCSc1n[nH]c(-c2ccco2)n1
    -4.7, 4.2%
> CCOC(=O)c1c(-c2cccs2)csc1NC(=O)C(C)(C)C
    ., -2.0%
> O=C(CSc1nc2c(sc3ccccc32)c(=O)n1Cc1ccccc1)NCC1CCCO1 (centres undefined)
    -1.6, -2.2%
> CCc1ccc(NC(=O)C(C)Nc2ccc(S(=O)(=O)NC(C)=O)cc2)cc1 (centres undefined)
    9.6, 0.7%
> O=S(=O)(Nc1ccccc1)c1ccc(F)cc1
    6.6, -9.8%
> COc1ccc(C2OC(=O)Cc3cc(OC)c(OC)cc32)cc1 (centres undefined)
    -20.0, -2.9%
> O=S(=O)(NC1CCN(Cc2ccccc2)CC1)c1ccc(Cl)cc1
    30.8, -5.3%
> C=C1C2(C(=O)Nc3ccc(SC(F)F)cc3)CCC(C2)C1(C)C (centres undefined)
    -0.3, -3.1%
> O=S(=O)(c1ccc(NC2CCCc3ccccc32)nc1)N1CCOCC1 (centres undefined)
    ., 10.1%
> Cc1noc(C)c1COc1ccc(C(=O)OCC(=O)N2c3ccccc3NC(=O)C2(C)C)cc1
    -0.6, 2.7%
> COc1cccc(CNC(=O)C2CCN(S(=O)(=O)c3ccc4c(c3)CCC(=O)N4)CC2)c1
    12.1, 3.6%
> CCO[C@H]1OC(C(=O)N2CCOCC2)=C[C@@H](c2ccc(C(F)(F)F)cc2)[C@@H]1CCCO
    ., 3.4%
> COc1ccc(N(C(=O)/C=C/C(=O)Nc2cc(C)on2)C(C(=O)NC2CCCC2)c2ccccc2C)cc1 (centres undefined)
    9.9, -2.9%
> COc1ccc(S(=O)(=O)Cc2ccc(C(=O)N3CCN(C(=O)c4ccco4)CC3)o2)cc1
    9.5, -1.5%
> CC(C)Cc1nc(N2CCN(C(=O)C(C)C)CC2)c(C#N)c2c1CCC2
    1.2, -0.8%
